Compound activity deposited in PubChem BioAssay by several laboratories.
VIM-2 inh: VIM-2 metallo-beta-lactamase inhibitors, primary screen, biochemical, epi-absorbance readout, Pseudomonas aeruginosa enzyme | purified VIM-2, nitrocefin hydrolysis, epi-absorbance fluorescence | inhibition, % at 5.6 µM | hit rate 0.89% among 290,000 | AID 1527, 2009;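 active = inhibition above the mean of all tested compounds plus 3 SD, cutoff set per screening run, cut at about 7.5% in these data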;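 also: red hydrolysis product quenches plate fluorescence so inhibitors raise well fluorescence; 0% = enzyme with DMSO and 100% = DMSO without enzyme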
IDE cell inh: human IDE inhibitors in live cells, primary screen, fluorescence polarization, HEK cells, FAbetaB substrate; hit rate 0.41% among 320,000; Insulin-degrading enzyme (Homo sapiens), P14735; inhibition, % at 5.59 µM; FAbetaB cleavage;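 active = percent inhibition above the average of all tested compounds plus 3 SD, set per screening campaign, cut at about 16% in these data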;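 also: IDE supplied by intact live HEK cells; FP after avidin binding of uncleaved biotin substrate so inhibition keeps polarization high; 0% = DMSO wells and 100% = 60 µM reference IDE inhibitor Ii1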
HCV NS3 hel inh: inhibitors of HCV NS3 helicase, primary screen, biochemical, Cy5 molecular beacon fluorescence; NS3 helicase DNA unwinding; inhibition, % at 10.9 µM; hit rate 0.56% among 290,000; AID 1800, 2009;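 active = inhibition above the mean of all tested compounds plus 3 SD, set per campaign, cut at about 35% in these data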;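 also: 0% = DMSO wells and 100% = thioflavine S control wells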
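assay system = NS3 helicase fragment of HCV | buffer or medium = MOPS pH 6.5, MgCl2, DTT, Tween20, BSA | timing = 60 min unwinding reaction at 25 °C after ATP addition | signal = Cy5 beacon fluorescence read at start and 1 h | read-out basis = % inhibition of unwinding | control set = low DMSO, high thioflavine S at 110 µM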
pCIP destab: p/CIP-EGFP fusion destabilizers, primary screen, fluorescence, F442A cells; hit rate 0.01% among 290,000; AID 1984, 2009; 16 h; decrease of EGFP signal, % at 10 µM; Q05BA5;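 active = EGFP signal decrease of at least 30% at 10 µM or well 3 SD below plate mean, unless failing retest; inactive = the rest, including hits failing retest or dose response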; also: some compounds called inactive have numbers as strong as hits; many of its hits are not listed in these tables
UBC9 SUMO inh: inhibitors of in vitro SUMOylation cascade, primary screen, biochemical, HTRF, uHTS | HTRF SUMOylation assay, SAE1/SAE2 + UBC9 | inhibition, % at 35 µM | hit rate 0.36% among 290,000 | AID 2006, 2009; in the data active = inhibition above about 50%, passing the limit was not always enough; also: strong numbers were not always called active
Target sequence (P63279 whole entry, looked up): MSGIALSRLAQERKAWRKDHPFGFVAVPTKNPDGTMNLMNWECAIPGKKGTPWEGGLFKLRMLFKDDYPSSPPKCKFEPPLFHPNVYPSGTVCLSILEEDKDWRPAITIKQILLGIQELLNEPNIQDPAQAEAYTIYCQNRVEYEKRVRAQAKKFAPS
IDE cell activ: human IDE activators in live cells, primary screen, fluorescence polarization, HEK cells, FAbeta-B substrate. Insulin-degrading enzyme (Homo sapiens), P14735. FAbeta-B cleavage; 0% vehicle, 100% cell-free pure enzyme wells. activation, % at 5.96 µM. hit rate 0.073% among 340,000. AID 493087, 2011;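 active = activation above the mean of all tested compounds plus 3 SD, set per screening campaign, cut at about 17% in these data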
IMP-1 inh: IMP-1 metallo-beta-lactamase inhibitors, primary screen, biochemical, epi-absorbance readout, Pseudomonas aeruginosa enzyme | purified IMP-1, nitrocefin hydrolysis, epi-absorbance fluorescence | hit rate 0.45% among 290,000 | inhibition, % at 5.6 µM | AID 1556, 2009 | metallo-beta-lactamase IMP-1 (Pseudomonas aeruginosa);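 active = inhibition above the mean plus 3 SD of all compounds in the same screening run, cut at about 4.5% in these data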;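 also: 0% = IMP-1 with DMSO and 100% = DMSO wells lacking enzyme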
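assay system = purified recombinant IMP-1 metallo-beta-lactamase enzyme | schedule = 15 min preincubation plus 25 min reaction at 25 °C | signal = Epi-absorbance fluorescence, 480 nm excitation, 530 nm emission | read-out basis = percent inhibition from optical density relative to buffer-blank wells | controls = IMP-1 with DMSO as 0%, enzyme-free DMSO as 100%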
GalR3 antag: GalR3 antagonists in HEK293 cells, primary screen, cell-based, fluorescence readout; Galanin receptor type 3 (Homo sapiens), O60755; HEK293 GalR3-CNG cAMP membrane potential fluorescence; galR3 body fused to GalR1 C-terminus; inhibition, % at 3 µM; hit rate 0.44% among 360,000; AID 651719, 2012;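 active = inhibition above the screen-wide average plus 3 SD, cut at about 13% in these data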;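 also: forskolin and galanin both at EC90 stimulate the cells; cAMP rise reported by CNG channel membrane potential dye signal; 0% = forskolin plus galanin with DMSO and 100% = forskolin alone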
Target sequence (O60755 1-299 limits assumed): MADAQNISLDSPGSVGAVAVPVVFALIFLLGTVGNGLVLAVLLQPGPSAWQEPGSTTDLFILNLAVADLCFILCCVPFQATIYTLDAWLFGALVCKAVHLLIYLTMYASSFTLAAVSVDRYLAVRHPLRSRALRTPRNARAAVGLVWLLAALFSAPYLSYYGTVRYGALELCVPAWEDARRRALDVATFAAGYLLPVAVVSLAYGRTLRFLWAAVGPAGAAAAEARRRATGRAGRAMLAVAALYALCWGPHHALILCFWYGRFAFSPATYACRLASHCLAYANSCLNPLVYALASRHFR
CRFBP-R2 block: antagonists of CRF-BP/CRF-R2 complex, primary screen, cell-based, HEK293, calcium dye fluorescence, uHTS. CRF-induced calcium fluorescence. hit rate 0.59% among 350,000. inhibition, % at 11.8 µM;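 active = inhibition of the ligand-induced calcium signal above about 50% at the single tested concentration, limit read from the data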
* marks the source's active call; other numbers are inactive results; nt = no result given; & = joins results of further samples.

VIM-2 inh,IDE cell inh,HCV NS3 hel inh,pCIP destab,UBC9 SUMO inh,IDE cell activ,IMP-1 inh,GalR3 antag,CRFBP-R2 block,smiles
0.0,1,1,-16,9,-7,-1.9,0,1,CCOc1ccc(-n2c(-c3ccco3)n[nH]c2=S)cc1
0.6,-5,-3,1,-9,-1,0.3,0,-3,CCOC(=O)c1c(-c2ccc(F)cc2)cn2ccccc12
-0.5,-3,5,-7,1,0,-3.1,-4,3,Cc1ccc(S(=O)(=O)CCC(=O)Nc2ccccc2C)cc1
nt,1,nt,nt,nt,5,nt,-5,0,COc1ccc(C(CNS(=O)(=O)c2ccccc2)N2CCN(C)CC2)cc1 (stereo not drawn)
-1.1,-1,-1,2,17,7,-2.0,nt,69*,CCOc1ccccc1NC(=O)CCc1nnc2ccc(N3CCC(C)CC3)nn12
-1.6,2,13,-2,19,5,-1.5,-3,7,O=C(O)CSc1cc(C(F)(F)F)nc(-c2ccccn2)n1
-1.2,0,9,-12,-9,3,-4.0,-5,-5,CCCCCNCc1ccc(Cl)cc1
-0.8,-3,-8,-6,5,6,-0.1,-2,14,CC1CC(C)CN(S(=O)(=O)N2CCCC(C(=O)NCCCN3CCCCC3C)C2)C1 (stereo not drawn)
-1.0,8,12,-12,12,5,-3.4,-2,-3,O=C(C1CC(=O)N(C2CCCC2)C1)N1CCN(c2ccccc2)CC1 (stereo not drawn)
-1.0,-3,-8,-6,23,2,-1.7,nt,-4,CNC(=O)c1ccc(Oc2ccc(C(=O)NC)cc2)cc1
nt,0,nt,nt,nt,2,nt,-4,-7,N#Cc1ccc(OCC(=O)N(C2CCCCC2)C2CCS(=O)(=O)C2)cc1 (stereo not drawn)
-0.2,6,23,-6,3,-12,-0.6,-1,-11,O=C(c1cc(-c2ccco2)nn1-c1cccc(Cl)c1)N1CCCCC1
-0.8,-2,11,-4,16,5,0.4,-7,-9,O=S1(=O)N[C@@H](CC2=CCCCC2)C2CCCCC2O1 (stereo partly drawn)
-0.4,2,-10,2,-9,6,-1.7,-10,8,COc1cc(/C=C2/CCc3ccccc3C2=O)cc(OC)c1OC
1.2,-4,3,3,0,5,-2.1,-7,4,Cc1ccc(N(CC(=O)NCc2ccc(F)cc2)C(=O)c2csnn2)cc1C
-3.1,5,3,30,-9,3,-1.6,-5,9,CC(C)(C)CC(C)(C)NC(=S)N1CCN(Cc2ccc3c(c2)OCO3)CC1
-0.8,4,3,1,-6,4,-0.3,0,19,COc1cc2c(cc1NC(=O)C(C)Sc1nc3ccccc3n1C)oc1ccccc12 (stereo not drawn)
nt,-3,nt,nt,nt,3,nt,-7,-10,O=C1CN(C(=O)COC(=O)[C@@H]2CC(O)CN2S(=O)(=O)c2ccc(Cl)cc2)c2ccccc2N1 (stereo partly drawn)
-0.6,3,-7,4,8,5,-0.7,-9,27,Cc1ccccc1-n1nnc2c(=O)oc3ccccc3c21
-1.0,-1,-1,9,20,4,-2.1,-12,6,CCCOC(=O)c1cc2ccccc2oc1=O
15*,4,1,-21,17,-8,20*,-9,-26,CN(C)c1ccc(/C=C/C(=O)c2cc(Cl)ccc2O)cc1
-1.5&-0.6,2&1,-7&8,-12&-2,-28&-24,8&3,-2.8&-1.4,-6&-4,27&-3,c1ccc(-c2n[nH]c(-c3ccccn3)n2)nc1
nt,7,nt,nt,nt,-2,nt,0,-12,CC(C)CNC(=O)C1Nc2ccc(OC(F)(F)F)cc2C2C=CCC12 (stereo not drawn)
nt,-1,nt,nt,nt,1,nt,-4,3,CC(C)NCC(O)c1ccc2ccccc2c1 (stereo not drawn)
-3.7,1,1,-8,27,nt,-3.6,-2,-18,Nc1nc(NCc2ccco2)nc(NC2CCCCC2)c1[N+](=O)[O-]
-1.2,-1,0,2,17,0,-1.0,-4,-4,CCCNC(=O)/C=C/c1ccc(C(C)C)cc1
-0.7,-3,5,-6,12,2,-0.6,-9,1,S=C1N(c2ccccc2)CN(C2CCCCC2)CN1c1ccccc1
-1.4,0,10,2,-8,4,-0.1,3,5,CC(=O)N1c2ccc(S(=O)(=O)N3CCCC3)cc2CC1C(=O)NCc1ccc(N(C)C)cc1 (stereo not drawn)
0.1,4,-8,26,-32,7,0.2,-3,11,CCN(Cc1nc2ccccc2c(=O)[nH]1)Cc1nc2ccsc2c(=O)[nH]1
-0.1,nt,-3,-8,3,2,-3.9,-4,3,CNC(=S)N1CCC(Cc2ccccc2)CC1

Continued (2 carried over from the part before).
VIM-2 inh,IDE cell inh,HCV NS3 hel inh,pCIP destab,UBC9 SUMO inh,IDE cell activ,IMP-1 inh,GalR3 antag,CRFBP-R2 block,smiles
0.1,4,-8,26,-32,7,0.2,-3,11,CCN(Cc1nc2ccccc2c(=O)[nH]1)Cc1nc2ccsc2c(=O)[nH]1
-0.1,nt,-3,-8,3,2,-3.9,-4,3,CNC(=S)N1CCC(Cc2ccccc2)CC1
-1.7,4,20,-40,20,2,-2.8,0,17,CC(C)(C)Cc1nnc(NS(=O)(=O)c2ccc([N+](=O)[O-])cc2)s1
0.0,-8,3,-24,17,1,-3.1,-6,-26,CCOc1ccc(Nc2nc3ccccc3n3cnnc23)cc1
-0.2,6,15,5,19,-2,-0.6,-4,2,Cc1ccc(S(=O)(=O)N(CC(=O)NCc2ccco2)Cc2ccc(F)cc2)cc1
-4.7,2,0,-13,1,0,-2.3,-3,-8,CC(C)CC(=O)N/C(N)=N/c1nc2ccccc2s1
0.3,2,0,-3,18,4,0.4,-4,11,O=C1N(c2ccccc2)c2ccccc2C1(O)C(F)(F)F (stereo not drawn)
nt,2,nt,nt,nt,-2,nt,4,-12,COCCN(C(=O)CC1CCCCC1)c1c(N)n(CC(C)C)c(=O)[nH]c1=O
-1.4,-2,4,-11,3,-3,-1.9,-4,61*,COc1ccc(C(=O)/C(C#N)=N/Nc2ccccc2[N+](=O)[O-])cc1
-0.9,0,3,-8,4,-4,2.6,2,0,O=C(c1n[nH]c(=O)c2ccccc12)N1CCOCC1
-0.9,0,-14,6,7,4,-1.9,-3,6,O=C(NCc1ccccn1)c1cc(Cl)ccc1OCc1ccccc1
-3.6,3,7,-11,12,1,-1.0,-2,-11,O=C(Nc1cccnc1)C1(c2ccc(Cl)cc2)CCCC1
1.0,6,-7,-9,10,-9,-1.9,-2,15,CCCOc1ccc2c(=O)c(-c3cc(C(=O)OC)oc3C)c(C)oc2c1
nt,-1,nt,nt,nt,1,nt,-4,-4,C[C@@H]1O[C@@H](O[C@H]2[C@H](O)[C@@H](O)[C@H](Oc3c(-c4ccc(O)c(O)c4)oc4cc(O)cc(O)c4c3=O)O[C@@H]2CO)[C@H](O)[C@H](O)[C@H]1O
-4.2,6,-3,-9,26,9,-3.4,0,-2,CC(=O)N1c2ccccc2C(C)=CC1(C)C
-3.0,-2,8,-18,21,4,-1.3,-4,-4,O=C(Cc1ccc(Cl)cc1)N/N=C/c1cccs1
-1.7,-2,0,15,-13,-2,-0.5,1,-12,COc1ccc(NC(=O)COC(=O)c2ccc(S(=O)(=O)N(C)c3ccccc3OC)cc2)cc1OC
1.0,-6,-5,-8,-16,1,-1.1,-10,8,CSc1ccccc1NC(=O)CN(C)C(=O)Cc1c(F)cccc1Cl
0.1,-2,24,-8,5,7,-3.1,-2,-7,N#CC(Cc1cccc(CC(C#N)(c2ccccc2)c2ccccc2)c1)(c1ccccc1)c1ccccc1
-0.8,-7,3,-9,4,1,0.4,-5,-3,CCC(C)c1ccc(OCC(=O)Nc2ccc3c(c2)C(=O)NC3=O)cc1 (stereo not drawn)
-4.3,-2,-3,-6,-5,1,-1.9,-5,-1,COc1ccc(CCNC(=O)CC2C(=O)NCCN2CC(C)(C)C)cc1 (stereo not drawn)
-2.4,0,-2,-7,8,5,-3.6,-1,-9,N#Cc1cc2c(nc1SCC(N)=O)CCCCC2
nt,1,nt,nt,nt,4,nt,-5,-3,CN(C(=O)COC(=O)c1n[nH]c(=O)c2ccccc12)c1ccccc1
6.0,nt,-82,-9,-10,3,-4.1,-13,1,CCCN(CCC)c1nc(-c2ccccn2)nc2ccccc12
-4.7,0,-9,-3,1,5,-4.5,nt,-5,CCCCCCc1nc(C(N)=O)c2[nH]c(=O)n(-c3ccc(OCC)cc3)c2n1
-1.2,0,-8,-6,14,7,-2.0,-1,-8,Cc1ccc(CNC(=O)CCS(=O)(=O)c2ccc(Br)s2)cc1
-5.7,4,-3,1,0,4,-4.7,-7,4,COc1ccc(NS(=O)(=O)c2cccc(-c3n[nH]c(=S)n3Cc3ccccc3)c2)cc1
-1.4,-1,6,3,15,0,-1.6,-1,20,COc1ccc(NC(=O)Cc2c(O)c3ccccc3[nH]c2=O)cc1
-1.1,1,-5,-3,-8,2,-1.1,1,32,Cc1ccc(-n2ncc3c(SCc4cccc(C)c4)ncnc32)cc1
-3.9,0,12,2,15,-2,-4.0,-3,17,CS(=O)(=O)c1ccc(C(=O)NC2CCOC2=O)cc1 (stereo not drawn)
-2.4,-2,1,6,2,1,0.2,-7,-15,O=C(CCN1C(=O)[C@@H]2Cc3ccccc3CN2C1=O)Nc1cccc(F)c1
-3.1,0,13,-14,-4,nt,-1.6,2,-3,CC(C)N(Cc1ccccc1)C(=S)Nc1ccccc1F
nt,3,nt,nt,nt,1,nt,-5,-8,CNC[C@@H]1Oc2c(NC(=O)Nc3ccccc3)cccc2C(=O)N([C@@H](C)CO)C[C@H]1C
-0.9,0,11,-3,8,3,-4.5,-7,10,O=C(CSc1ccc([N+](=O)[O-])cn1)Nc1nccs1
-1.0,8,-1,0,-1,-3,-0.5,-7,14,CCN(CC)C(=O)c1ccc(-c2ccccc2)cc1
-0.8,1,-2,-3,-16,3,-1.5,-6,7,O=S(=O)(c1ccccc1)c1nc(NCc2cccnc2)sc1Cl
-6.2,5,14,2,14,-1,-3.1,2,-24,Cc1ccc(-n2c(Cc3cccn3C)nnc2SCC(=O)Nc2cc(C)on2)cc1
-1.8,-1,4,2,-3,3,-3.1,-5,5,COc1ccc(OC)c(NC(=S)NCCCN2CCOCC2)c1
-2.5,2,-1,13,-6,6,-3.9,-11,2,O=C(OCC(=O)N1CCOCC1)c1ccccc1Br
1.6,2,5,0,-9,-3,-4.7,-4,1,O=C(COc1cccc2cccnc12)N/N=C1\SCC(=O)N1Cc1ccccc1

Printed as active in IMP-1 inh, of those listed so far:
VIM-2 inh,IDE cell inh,HCV NS3 hel inh,pCIP destab,UBC9 SUMO inh,IDE cell activ,IMP-1 inh,GalR3 antag,CRFBP-R2 block,smiles
15*,4,1,-21,17,-8,20*,-9,-26,CN(C)c1ccc(/C=C/C(=O)c2cc(Cl)ccc2O)cc1
